Screening results as filed in PubChem BioAssay.
T cruzi HTS: inhibitors of intracellular Trypanosoma cruzi, primary screen, cell-based, plate reader, single point, set 2. activity score (inhibition), % at 5.01 µM. intracellular Trypanosoma cruzi in host cells. AID 651903, 2012. 22,000 compounds, 4.9% hits; in the data active = activity score above about 55%; inconclusive = no clear call, values can overlap the other calls;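 note: parasites and compound incubated about four days before reading; 0% = median of neutral control wells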
INS-1E ATP HTS: protection of INS-1E cells from cytokine death, primary screen, ATP luminescence, single point; INS-1E cytokine-induced death, 48 h; normalised: neutral wells 0, positive control 100; protection from cytokine-induced ATP loss, % at 10 µM; 20,000 compounds, 0.1% hits;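 active = mean replicate protection from cytokine-induced ATP loss at least 50% and at least 75% of replicates each reaching 50%; inconclusive = meets only one of the two criteria, mean or replicate share; inactive = fails both the mean and replicate share criteria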
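Assay system – rat INS-1E insulinoma cell line · Quantity – 8000 cells per well · Buffer or medium – RPMI without phenol red, 5% FBS · Schedule – 48 h co-treatment, 10 min post-lysis read · Technique – luminescent ATP assay (CellTiter-Glo)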
Numbers without * were called inactive; ? = inconclusive; · = no result given.

canonical_smiles	T cruzi HTS	INS-1E ATP HTS
C[C@@H]1CCCCO[C@H](CN(C)Cc2ccccc2)[C@@H](C)CN([C@H](C)CO)C(=O)c2cc(NC(=O)NC3CCCCC3)ccc2O1	-20.9	-26.8
C[C@@H]1CN([C@H](C)CO)C(=O)c2cccc(NC(=O)Nc3ccccc3)c2O[C@@H]1CN(C)S(=O)(=O)c1cn(C)cn1	-40.5	6.6
C[C@@H]1CN([C@H](C)CO)C(=O)c2cccc(NC(=O)Nc3ccc(F)cc3)c2O[C@H]1CN(C)Cc1ccc(Cl)c(Cl)c1	35.2	-8.1
C[C@H](CO)N1C[C@H](C)[C@H](CN(C)C(=O)Nc2ccccc2)Oc2c(NC(=O)c3ccc(-c4nccs4)cc3)cccc2C1=O	16.2	0.7
C[C@@H]1CCCCO[C@H](CN(C)Cc2ccc3c(c2)OCO3)[C@@H](C)CN([C@H](C)CO)C(=O)c2cc(NS(C)(=O)=O)ccc2O1	-20.1	8.4
Cc1cc(C(=O)Nc2cccc3c2O[C@H](CN(C)Cc2ccc(-c4ccccc4)cc2)[C@@H](C)CN([C@@H](C)CO)C3=O)n(C)n1	46.9	-48.2
C[C@@H]1CN([C@@H](C)CO)C(=O)c2cc(NC(=O)Nc3cccc4ccccc34)ccc2O[C@@H]1CN(C)Cc1ccc2c(c1)OCO2	55.6*	-5.9
C[C@H]1CN([C@@H](C)CO)C(=O)c2cc(NC(=O)Nc3ccc(C(F)(F)F)cc3)ccc2O[C@H]1CN(C)Cc1ccc(C(=O)O)cc1	1.1	·
C[C@H]1CN([C@@H](C)CO)C(=O)c2cc(NS(=O)(=O)c3cccs3)ccc2O[C@@H]1CN(C)Cc1ccc(Oc2ccccc2)cc1	16.9	-11.7
O=C(N/N=C/C[P+](c1ccccc1)(c1ccccc1)c1ccccc1)c1ccccc1O	45.2	3.2
COc1ccc(NC(=O)Nc2ccc3c(c2)C(=O)N([C@H](C)CO)C[C@H](C)[C@@H](CN(C)C(=O)Nc2ccc(F)cc2)O3)cc1	-20.9	-6.8
C[C@@H]1CN([C@@H](C)CO)C(=O)c2cc(NC(=O)C3CC3)ccc2O[C@@H]1CN(C)S(C)(=O)=O	-1.2	10.6
Cc1cccc(CN(C)C[C@@H]2OCc3cn(nn3)CCCC(=O)N([C@H](C)CO)C[C@H]2C)c1	-24.1	5.9
C[C@@H]1CN([C@@H](C)CO)C(=O)c2cccc(NC(=O)Nc3ccc(C(F)(F)F)cc3)c2O[C@H]1CN(C)CC1CC1	9.6	-35.0
C[C@@H]1CN([C@H](C)CO)C(=O)c2cc(NC(=O)CCN3CCOCC3)ccc2O[C@@H]1CN(C)C(=O)NC1CCCCC1	-6.1	0.6
C[C@@H]1CN([C@H](C)CO)C(=O)c2cccc(NS(=O)(=O)c3ccc(F)cc3)c2O[C@H]1CN(C)C(=O)Nc1ccc(F)cc1	-6.1	5.2
CC(C)NC(=O)Nc1ccc2c(c1)C(=O)N([C@H](C)CO)C[C@H](C)[C@@H](CN(C)C(=O)Nc1ccccc1)O2	-12.2	1.4
Cc1ccc(S(=O)(=O)Nc2ccc3c(c2)C(=O)N([C@H](C)CO)C[C@@H](C)[C@@H](CN(C)Cc2ccc4c(c2)OCO4)O3)cc1	7.6	-4.0
C[C@H](CO)N1C[C@H](C)[C@H](CN(C)Cc2ccncc2)Oc2ncc(-c3ccc(F)cc3)cc2C1=O	7.0	·
Cc1noc(C)c1S(=O)(=O)Nc1ccc2c(c1)C(=O)N([C@@H](C)CO)C[C@@H](C)[C@H](CN(C)S(=O)(=O)c1ccccc1)O2	16.8	-3.1
C[C@@H]1CN([C@@H](C)CO)C(=O)c2cc(NC(=O)Nc3ccc(F)cc3)ccc2O[C@@H]1CN(C)CC1CCCCC1	-0.8	-40.3
COc1ccc(S(=O)(=O)N(C)C[C@@H]2Oc3c(NC(=O)Nc4c(C)noc4C)cccc3C(=O)N([C@@H](C)CO)C[C@H]2C)cc1	-0.2	14.6
Cc1noc(C)c1S(=O)(=O)N(C)C[C@@H]1OCCCC[C@@H](C)Oc2ccc(NC(=O)C3CCCCC3)cc2C(=O)N([C@H](C)CO)C[C@@H]1C	13.3	-14.8
Cc1ccc(S(=O)(=O)N(C)C[C@H]2Oc3ccc(NS(=O)(=O)c4cccs4)cc3CC(=O)N([C@H](C)CO)C[C@H]2C)cc1	72.3*	-15.6
COc1ccc(S(=O)(=O)Nc2ccc3c(c2)CC(=O)N([C@H](C)CO)C[C@H](C)[C@H](CN(C)C(=O)Nc2ccc(C(F)(F)F)cc2)O3)cc1	14.1	-4.9
C[C@@H]1CN([C@@H](C)CO)C(=O)c2cc(NC(=O)Nc3cccc4ccccc34)ccc2O[C@@H]1CN(C)C(=O)Nc1ccccc1	4.3	7.4
COc1ccc(CN(C)C[C@H]2Oc3ccc(NS(=O)(=O)c4cccs4)cc3C(=O)N([C@@H](C)CO)C[C@H]2C)cc1	6.2	-2.7
COc1ccc(NC(=O)N(C)C[C@@H]2Oc3ccc(NC(=O)CCN4CCOCC4)cc3C(=O)N([C@@H](C)CO)C[C@@H]2C)cc1	-4.6	·
C[C@H](CO)N1C[C@H](C)[C@H](CN(C)Cc2ccc3c(c2)OCO3)Oc2ccc(NS(=O)(=O)c3cccs3)cc2CC1=O	-19.0	-3.2
C[C@H]1CN([C@@H](C)CO)C(=O)Cc2cc(NS(=O)(=O)c3cccs3)ccc2O[C@@H]1CN(C)Cc1ccc2c(c1)OCO2	17.4	3.8
C[C@@H]1CN([C@H](C)CO)C(=O)Cc2cc(NS(C)(=O)=O)ccc2O[C@H]1CN(C)CC1CC1	-3.2	5.4
C[C@@H]1CN([C@H](C)CO)C(=O)c2cc(NC(=O)Nc3ccc4c(c3)OCO4)ccc2O[C@H]1CN(C)Cc1ccccc1	8.5	3.2
C[C@H]1CN([C@@H](C)CO)C(=O)c2cc(NC(=O)Cn3cnnn3)ccc2O[C@H]1CN(C)Cc1ccccc1	-1.3	0.1
C[C@@H]1CN([C@@H](C)CO)C(=O)c2cc(NC(=O)Nc3ccccc3)ccc2O[C@H]1CN(C)C(=O)Nc1ccc2c(c1)OCO2	-18.6	0.2
CC(C)NC(=O)N(C)C[C@H]1OCCCC[C@@H](C)Oc2ccc(NS(=O)(=O)c3ccc(F)cc3)cc2C(=O)N([C@H](C)CO)C[C@@H]1C	-6.5	6.8
C[C@H]1CN([C@@H](C)CO)C(=O)c2cc(NS(=O)(=O)c3cccs3)ccc2O[C@@H]1CN(C)Cc1ccc(C(=O)Nc2ccccc2N)cc1	21.7	-5.3
Cc1ccc(S(=O)(=O)Nc2ccc3c(c2)C(=O)N([C@@H](C)CO)C[C@@H](C)[C@@H](CN(C)S(=O)(=O)c2cn(C)cn2)O3)cc1	5.8	6.7
C[C@H](CO)N1C[C@H](C)[C@@H](CN(C)Cc2ccc(C(F)(F)F)cc2)Oc2ccc(NC(=O)Nc3ccc4c(c3)OCO4)cc2C1=O	7.2	-6.3
C[C@@H]1CN([C@H](C)CO)C(=O)c2cc(NC(=O)Nc3ccc(F)cc3)ccc2O[C@@H]1CN(C)Cc1ccc(C(F)(F)F)cc1	5.1	-19.9
Cc1noc(C)c1NC(=O)Nc1cccc2c1O[C@@H](CN(C)C(=O)Nc1ccc(F)cc1)[C@@H](C)CN([C@H](C)CO)C2=O	-48.8	7.6
C[C@H](CO)N1C[C@H](C)[C@H](CN(C)S(=O)(=O)c2cn(C)cn2)Oc2c(NS(=O)(=O)c3ccc(F)cc3)cccc2C1=O	-18.0	6.0
C[C@@H]1CN([C@@H](C)CO)C(=O)c2cccc(N(C)C)c2O[C@H]1CN(C)S(=O)(=O)c1cccs1	-13.3	6.8
COc1ccc(S(=O)(=O)Nc2cccc3c2O[C@H](CN(C)S(=O)(=O)c2c(C)noc2C)[C@H](C)CN([C@@H](C)CO)C3=O)cc1	-8.5	-0.7
CNC[C@@H]1Oc2ccc(NC(=O)C3CC3)cc2CC(=O)N([C@H](C)CO)C[C@H]1C	-20.9	9.1
C[C@@H]1CN([C@@H](C)CO)C(=O)Cc2cc(NC(=O)Nc3ccc(F)cc3)ccc2O[C@@H]1CN(C)Cc1ccccc1	?	-20.5
COc1ccc(NC(=O)N(C)C[C@@H]2Oc3c(NC(=O)C4CCCCC4)cccc3C(=O)N([C@@H](C)CO)C[C@H]2C)cc1	5.5	7.4
C[C@@H]1CN([C@@H](C)CO)C(=O)c2cc(NC(=O)NC3CCCCC3)ccc2O[C@H]1CN(C)Cc1ccc(C(=O)O)cc1	0.1	-4.5
C[C@@H]1CN([C@H](C)CO)C(=O)c2cc(NC(=O)Nc3ccc(F)cc3)ccc2O[C@H]1CN(C)Cc1ccncc1	-6.7	-1.7
COc1ccc(S(=O)(=O)N(C)C[C@@H]2OCc3cnnn3CCCC(=O)N([C@H](C)CO)C[C@H]2C)cc1	-1.1	·
C[C@H](CO)N1C[C@H](C)[C@H](CN(C)C(=O)Nc2ccc(C(F)(F)F)cc2)Oc2ccc(NS(C)(=O)=O)cc2CC1=O	-7.5	6.6

Other records follow:
canonical_smiles	T cruzi HTS	INS-1E ATP HTS
C[C@@H]1CN([C@@H](C)CO)C(=O)c2cc(NS(=O)(=O)c3ccc(F)cc3)ccc2O[C@H]1CN(C)Cc1ccc2c(c1)OCO2	-3.0	-9.0
Cc1ccc(S(=O)(=O)Nc2ccc3c(c2)C(=O)N([C@H](C)CO)C[C@H](C)[C@H](CN(C)S(=O)(=O)c2ccc(Cl)cc2)OCCCC[C@@H](C)O3)cc1	?	-34.8
Cc1noc(C)c1NC(=O)Nc1ccc2c(c1)CC(=O)N([C@@H](C)CO)C[C@H](C)[C@H](CN(C)C(=O)NC1CCCCC1)O2	-5.2	8.4
C[C@H]1CN([C@@H](C)CO)C(=O)Cc2cc(NC(=O)Cc3ccccc3)ccc2O[C@@H]1CN(C)Cc1ccncc1	-2.2	8.4
Cc1noc(C)c1NC(=O)Nc1cccc2c1O[C@H](CN(C)C(=O)NC1CCCCC1)[C@H](C)CN([C@H](C)CO)C2=O	-6.2	6.0
C[C@@H]1CN([C@H](C)CO)C(=O)c2cc(NC(=O)Nc3ccccc3)ccc2O[C@@H]1CN(C)C	-51.7	5.7
C[C@@H]1CN([C@@H](C)CO)C(=O)c2cc(NC(=O)CCCCCC(=O)Nc3ccccc3N)ccc2O[C@H]1CN(C)C(=O)Nc1ccc(F)cc1	-4.3	6.4
C[C@@H]1CN([C@H](C)CO)C(=O)c2cccc(NC(=O)c3ccc(-c4nccs4)cc3)c2O[C@@H]1CN(C)C(=O)Nc1ccccc1	18.0	-7.0
CCCC(O)C#Cc1cnc2c(c1)C(=O)N([C@H](C)CO)C[C@H](C)[C@H](CN(C)S(=O)(=O)c1ccccc1)O2 (some centres undefined)	12.2	·
C[C@@H]1CN([C@@H](C)CO)C(=O)c2cc(NC(=O)Cc3ccccc3)ccc2O[C@H]1CN(C)C(=O)Nc1ccc2c(c1)OCO2	6.6	-0.1
C[C@H](CO)N1C[C@H](C)[C@@H](CN(C)S(=O)(=O)c2cn(C)cn2)Oc2ccc(NC(=O)CCCN(C)C)cc2C1=O	-9.5	6.2
O=C(CCCCCC(=O)N/N=C/c1ccc([N+](=O)[O-])c(O)c1)NO	12.0	-2.5
C[C@H](CO)N1C[C@H](C)[C@@H](CN(C)C(=O)Nc2cccc3ccccc23)Oc2c(cccc2N(C)C)C1=O	2.5	3.5
C[C@H]1CN([C@@H](C)CO)C(=O)c2cc(NC(=O)Nc3ccc(F)cc3)ccc2O[C@H]1CN(C)S(=O)(=O)c1ccccc1	-5.1	9.7
COc1ccc(NC(=O)N(C)C[C@@H]2Oc3c(NS(=O)(=O)c4c(C)noc4C)cccc3C(=O)N([C@H](C)CO)C[C@@H]2C)cc1	11.1	2.9
COc1ccc(CN(C)C[C@@H]2Oc3ccc(NS(=O)(=O)c4ccc(C)cc4)cc3CC(=O)N([C@H](C)CO)C[C@H]2C)cc1	67.7*	7.7
C[C@H](CO)N1C[C@H](C)[C@@H](CN(C)Cc2ccc(Oc3ccccc3)cc2)Oc2ccc(NC(=O)Cc3ccccc3)cc2C1=O	7.0	-27.8

Profiles, quoted from the list. Screens in order: T cruzi HTS	INS-1E ATP HTS
C[C@H]1CN([C@@H](C)CO)C(=O)c2cc(NC(=O)Nc3ccc(F)cc3)ccc2O[C@H]1CN(C)S(=O)(=O)c1ccccc1 is listed as -5.1	9.7
C[C@H](CO)N1C[C@H](C)[C@@H](CN(C)S(=O)(=O)c2cn(C)cn2)Oc2ccc(NC(=O)CCCN(C)C)cc2C1=O is listed as -9.5	6.2

Some of the entries so far, with each value named:
> O=C(CCCCCC(=O)N/N=C/c1ccc([N+](=O)[O-])c(O)c1)NO
  T cruzi HTS: 12.0; INS-1E ATP HTS: -2.5
> C[C@H](CO)N1C[C@H](C)[C@@H](CN(C)C(=O)Nc2cccc3ccccc23)Oc2c(cccc2N(C)C)C1=O
  T cruzi HTS: 2.5; INS-1E ATP HTS: 3.5
> C[C@H]1CN([C@@H](C)CO)C(=O)c2cc(NC(=O)Nc3ccc(F)cc3)ccc2O[C@H]1CN(C)S(=O)(=O)c1ccccc1
  T cruzi HTS: -5.1; INS-1E ATP HTS: 9.7

The list is partial. The share of hits here may be higher or lower than overall.
